# FLuc inhib CS – counter-screen for luciferase assay inhibitors: firefly luciferase inhibition; P08659; ATPLite firefly luciferase biochemical luminescence, 10 min; inhibition, % at 10 µM; hit rate 1.5% among 200,000; AID 1006;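 active = inhibition above about 50% when tested at 10 µM, limit read from the data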
# Target sequence (P08659 whole entry, looked up): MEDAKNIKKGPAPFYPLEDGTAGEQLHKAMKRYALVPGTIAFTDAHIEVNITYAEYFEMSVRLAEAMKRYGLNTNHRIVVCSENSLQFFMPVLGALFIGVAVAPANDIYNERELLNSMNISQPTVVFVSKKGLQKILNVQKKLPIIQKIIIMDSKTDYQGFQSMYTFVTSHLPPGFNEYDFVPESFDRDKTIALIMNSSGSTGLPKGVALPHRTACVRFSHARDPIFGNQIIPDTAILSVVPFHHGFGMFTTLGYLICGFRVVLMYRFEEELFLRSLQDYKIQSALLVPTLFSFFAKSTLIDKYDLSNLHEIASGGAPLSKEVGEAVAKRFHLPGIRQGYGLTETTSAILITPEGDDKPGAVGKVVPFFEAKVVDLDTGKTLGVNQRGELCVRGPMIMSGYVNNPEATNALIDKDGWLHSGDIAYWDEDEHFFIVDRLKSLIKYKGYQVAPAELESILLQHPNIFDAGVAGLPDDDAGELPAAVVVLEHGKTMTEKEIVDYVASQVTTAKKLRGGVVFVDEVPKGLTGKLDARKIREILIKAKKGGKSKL
# APP 5'UTR act – APP 5'UTR luciferase reporter activation. SH-SY5Y APP 5'UTR luciferase reporter, luminescence; zero percent = DMSO vehicle wells. activation, % at 2 µM. hit rate 1% among 190,000. AID 1276;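 active = activation above a set limit, based on mean plus 3 SD of controls, cut at about 140% in these data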; note: values of inactives mirror those of a sister screen read the other way
# APP transl inh – APP translation inhibition; SH-SY5Y APP 5'UTR-luciferase reporter, luminescence; inhibition, % at 2 µM; hit rate 0.82% among 190,000;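 active = inhibition above a set limit, derived from the sample mean plus 3 SD, cut at about 45% in these data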; note: values of inactives mirror those of a sister screen read the other way
# Diaph inh CS – diaphorase inhibition or chemical oxidation counter-screen; diaphorase resazurin-to-resorufin fluorescence, NADH, 16 min; bacterial (C. kluyveri) enzyme, not human; inhibition, % at 20 µM; hit rate 0.69% among 190,000; AID 1217;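 active = primary screen inhibition at 20 µM above a set limit, cut at about 50% in these data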;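 note: plate controls were DMSO with full reaction for no effect and wells lacking NADH for full effect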
#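 System: Diaphorase enzyme from Clostridium kluyveri | Amount: Enzyme working solution with 0.14 U/mL diaphorase | Benchmarks: No-NADH positive control and DMSO neutral control | Signal: Fluorescence of resorufin formed from resazurin, Ex 544/Em 590 nm | Schedule: 16-min room-temperature incubation before reading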
# STAT1 act – activators of IFN-gamma induced STAT1 signaling | NIH 3T3 STAT1-luciferase reporter, luminescence; 100% = IFN-gamma alone, no compound | activation (% of control), % at 5.5 µM | hit rate 2.6% among 200,000;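 active = activation above the screen-wide mean activation plus 3 SD, cut at about 130% in these data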;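 note: raw ratio to IFN-gamma control signal so 100% means no change and 0% no light; values of inactives mirror those of a sister screen read the other way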
# NF-kB neuron act – compounds increasing NF-kB expression in human neuronal cells; AID 1239; NF-kB reporter expression; active compounds read high; hit rate 1.6% among 190,000; fold change at 12.5 µM; in the data active = fold change above about 3.3
# G6PDH CS – counter-screen for G6PDH assay hits: L. mesenteroides G6PDH inhibition. Purified L. mesenteroides G6PDH, diaphorase/resazurin coupled fluorescence, 45 min. inhibition, % at 5 µM. hit rate 0.12% among 200,000. AID 1020; in the data active = inhibition above about 50%
# FLuc stim CS – firefly luciferase counter-screen for stimulation assays; activation factor at 10 µM; ATPlite luciferase biochemical, luminescence, 10 min; 0 = ATP-free wells, 1 = DMSO control; 200,000 tested, under 10 active; P08659;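 active = luciferase activation factor, scaled between plate controls, of at least 2 with compound at 10 µM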
#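 System: luciferase plus luciferin reagent, cell-free; medium: PBS as buffer for the ATP substrate; dosing: test compounds dosed from 2 mM stocks in 100% DMSO; timing: 10 min post-reagent at room temperature; measured by: luminescence measurement of luciferase light output; evaluation: luciferase activation, seen as luminescence increase over controls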
# TLR4-MyD88 BLA – inhibitors of human TLR4-MyD88 binding. inhibition, % at 8.4 µM. O00206+Q99836. HeLa CL3-4 TLR4/MyD88 BLA complementation, FRET ratio. hit rate 0.18% among 200,000. AID 861; in the data active = inhibition above about 25%;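 note: 0% = vehicle and 100% = reference inhibitor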
# Diaph act CS – activates diaphorase or chemically reduces, flagging diaphorase assay artifacts. AID 1229. activation factor at 20 µM. Diaphorase/resazurin coupled assay, resorufin fluorescence, 16 min; active compounds read high; 1 = vehicle wells, 0 = NADH-free wells. hit rate 0.005% among 190,000;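 active = diaphorase activity raised at least twofold by the compound at 20 µM; inactive = activation factor below 2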
#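 Material: bacterial diaphorase enzyme (C. kluyveri); amount: enzyme 0.07 U/mL final; reagent: NADH substrate 0.114 mM plus resazurin dye 0.1 mM, final; doses: single compound dose of 20 µM, 1% DMSO final; timing: 16 min enzyme reaction, ambient temperature; measured by: fluorescence of resorufin, 544 nm excitation, 590 nm emission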
# An asterisk follows results filed as active; . = not tested or not shown.
# Fields – FLuc inhib CS, APP 5'UTR act, APP transl inh, Diaph inh CS, STAT1 act, NF-kB neuron act, G6PDH CS, FLuc stim CS, TLR4-MyD88 BLA, Diaph act CS
- O=C(CCNS(=O)(=O)c1ccc(Br)s1)N1CCCCC1
 : -2.7, 1.2, -1.2, 21.5, 93.0, 1.34, -8.0, 1, -11.4, 0.8
- COc1cccc(OCC(O)CN2CCN(c3ncccn3)CC2)c1 (centres undefined)
 : -0.1, 15.2, -15.2, -7.7, 114.2, 1.17, 0.3, 1, -19.6, 1.1
- CC(c1ccccc1)C1C(C#N)=C(N)SC(N)=C1C#N (centres undefined)
 : -5.7, 7.0, -7.0, 25.8, 88.0, 1.18, 1.4, 1.1, 3.7, 0.7
- O=C(Nc1ccc(N2C(=O)CCC2=O)cc1Cl)c1cccs1
 : -6.0, 12.6, -12.6, 4.2, 103.9, 1.17, 17.2, 1.1, 11.7, 1
- CCN1C(=O)S/C(=C\c2ccc(N3CCOCC3)cc2C)C1=O
 : 39.9, 34.4, -34.4, 19.5, 143.8*, 1.39, 2.5, 0.6, 3.7, 0.8
- COc1ccc(Cl)cc1NC(=O)CN(C)CC(=O)NC(C)c1ccccc1 (centres undefined)
 : -1.4, 4.4, -4.4, -7.7, 96.8, 2.11, 4.9, 1, -8.1, 1.1
- O=C(CCN1C(=O)/C(=C/C=C/c2ccccc2)SC1=S)Nc1ccccn1
 : 13.1, 8.3, -8.3, 16.4, 97.7, 0.94, -0.1, 0.9, 2.9, 0.8
- O=c1c(C(c2ccccc2)c2c(O)nc3n(c2=O)CCS3)c(O)nc2n1CCS2
 : -3.9, 3.5, -3.5, 3.6, 106.8, 1.21, 0.1, 1, 1.8, 1
- N/C(Cc1cccs1)=N\OC(=O)COc1ccccc1Cl
 : 6.3, 30.9, -30.9, 6.8, 117.6, 1.94, 5.8, 0.9, -16.9, 0.9
- O=C(NCCc1ccc(Cl)cc1)c1cccnc1
 : 22.4, 22.1, -22.1, 8.3, 102.0, 1.24, 4.0, 0.8, -16.2, 0.9
- Cc1cc(C)cc(N(CC(=O)N2CCC(C)CC2)S(C)(=O)=O)c1
 : -6.0, -8.3, 8.3, 12.3, 99.9, 1.33, 1.7, 1.1, 8.6, 0.9
- CCCc1nnc(NC(=O)Cn2cnc3ccccc3c2=O)s1
 : -6.9, 0.9, -0.9, 18.7, 99.9, 1.17, 3.4, 1.1, 6.1, 0.8
- CCN(CC)C(=N)N1c2ccccc2CCC1C (centres undefined)
 : -3.0, 2.6, -2.6, 9.0, 98.3, 1.09, 3.7, 1, 0.7, 0.9
- O=C(NCc1ccccc1)N1CCn2c(nc3ccccc32)C1
 : 0.4, -4.2, 4.2, 7.5, 95.9, 1.38, 5.8, 1, -0.5, 0.9
- Cc1nn(C2CCCCC2)c(N)c1-c1ccccc1
 : 2.1, 19.2, -19.2, 8.9, 99.7, 1.04, 0.6, 1, 7.4, 0.9

# 2 entries from above, with tabs.
Molecule	FLuc inhib CS	APP 5'UTR act	APP transl inh	Diaph inh CS	STAT1 act	NF-kB neuron act	G6PDH CS	FLuc stim CS	TLR4-MyD88 BLA	Diaph act CS
COc1cccc(OCC(O)CN2CCN(c3ncccn3)CC2)c1 (centres undefined)	-0.1	15.2	-15.2	-7.7	114.2	1.17	0.3	1	-19.6	1.1
CC(c1ccccc1)C1C(C#N)=C(N)SC(N)=C1C#N (centres undefined)	-5.7	7.0	-7.0	25.8	88.0	1.18	1.4	1.1	3.7	0.7

# (list continues)
# Fields – FLuc inhib CS, APP 5'UTR act, APP transl inh, Diaph inh CS, STAT1 act, NF-kB neuron act, G6PDH CS, FLuc stim CS, TLR4-MyD88 BLA, Diaph act CS
- O=C(NCCCl)Nc1ccc(Cl)c([N+](=O)[O-])c1
 : -8.9, -0.1, 0.1, 1.8, 97.4, 0.97, 5.8, 1.1, -2.1, 1
- Nc1ncnc(Sc2ncccn2)c1[N+](=O)[O-]
 : -10.1, -4.4, 4.4, 10.1, 86.6, 1.23, 1.3, 1.1, -4.7, 0.9
- COc1ccccc1/C=N/OC(=O)c1ccc(C)cc1
 : 71.2*, 16.8, -16.8, 14.0, 104.1, 1.29, 15.8, 0.3, -3.2, 0.9
- COc1cc(/C=N/NC(=O)CCn2nnc3ccccc32)ccc1O
 : 20.3, -12.6, 12.6, 13.1, 100.6, 1, -24.5, 0.8, 9.8, 0.9
- Cc1cc(C)c(C(=O)/C=C/c2cccc3ccccc23)c(=O)[nH]1
 : -7.6, ., ., 9.6, 70.7, 1.34, -9.3, 1.1, 1.3, 0.9
- CN(CCCNC(=O)c1ccc(N2CCCC2=O)cc1)c1ccccc1
 : 4.0, -1.6, 1.6, 8.3, 99.3, ., 9.5, 1, 12.7, 0.9
- CC(=O)NC1(NC(C)=O)CCN(C)C(c2ccccc2)C1C (centres undefined)
 : 2.1, 7.6, -7.6, -4.1, 102.1, 1.3, 1.2, 1, 3.2, 1
- CCOCCCNC(=O)N[C@@H](Cc1ccccc1)C(=O)OC
 : -4.8, -5.4, 5.4, 10.6, 100.5, 1.23, -2.9, 1, -5.0, 0.9
- CCc1nnc(NC(=O)c2c(O)c3c([nH]c2=O)CCCC3)s1
 : 1.4, -0.1, 0.1, -17.2, 96.6, 2.07, 15.8, 1, -10.1, 1.2
- O=C1CC(Sc2ncn[nH]2)C(=O)N1c1ccccc1 (centres undefined)
 : -3.5, 6.2, -6.2, 15.5, 90.6, 0.88, 3.1, 1, 1.5, 0.8
- CCOC(=O)c1ccc(Oc2c(C)oc3cc(OS(C)(=O)=O)ccc3c2=O)cc1
 : 3.3, 21.0, -21.0, 8.8, 105.0, 0.84, 21.3, 1, -9.0, 0.9
- O=C(NCc1ccco1)c1ccc(F)c(S(=O)(=O)N2CCCCC2)c1
 : -0.5, -1.5, 1.5, 5.3, 94.9, 1.33, 2.9, 1, 5.9, 0.9
- COc1cc(/C=N/NC(=O)c2cccnc2)ccc1OCC(=O)Nc1c(C)cc(C)cc1C
 : -7.1, 3.7, -3.7, 11.3, 109.6, 1.35, -1.9, 1.1, -2.3, 0.9
- COc1ccc(C2=NN3C(C2)c2ccccc2OC32C(=O)N(C)c3ccccc32)cc1 (centres undefined)
 : -1.1, 186.8*, -186.8, 40.6, 82.5, 5.96*, -21.7, 1, -2.1, 0.6
- Fc1ccccc1-c1n[nH]c(=S)n1CC1CCCO1 (centres undefined)
 : -0.6, 17.6, -17.6, ., 105.6, 1.41, 12.6, 1, -7.0, .

# One compound at a time, as listed above. Order of screens: FLuc inhib CS	APP 5'UTR act	APP transl inh	Diaph inh CS	STAT1 act	NF-kB neuron act	G6PDH CS	FLuc stim CS	TLR4-MyD88 BLA	Diaph act CS
# O=C(NCCCl)Nc1ccc(Cl)c([N+](=O)[O-])c1 is listed with -8.9	-0.1	0.1	1.8	97.4	0.97	5.8	1.1	-2.1	1
# Nc1ncnc(Sc2ncccn2)c1[N+](=O)[O-] is listed with -10.1	-4.4	4.4	10.1	86.6	1.23	1.3	1.1	-4.7	0.9
# CCc1nnc(NC(=O)c2c(O)c3c([nH]c2=O)CCCC3)s1 is listed with 1.4	-0.1	0.1	-17.2	96.6	2.07	15.8	1	-10.1	1.2
# CN(CCCNC(=O)c1ccc(N2CCCC2=O)cc1)c1ccccc1 is listed with 4.0	-1.6	1.6	8.3	99.3	.	9.5	1	12.7	0.9
# O=C(CCNS(=O)(=O)c1ccc(Br)s1)N1CCCCC1 is listed with -2.7	1.2	-1.2	21.5	93.0	1.34	-8.0	1	-11.4	0.8

# Next results
# Fields – FLuc inhib CS, APP 5'UTR act, APP transl inh, Diaph inh CS, STAT1 act, NF-kB neuron act, G6PDH CS, FLuc stim CS, TLR4-MyD88 BLA, Diaph act CS
- Cc1cccc(NC(=O)CN2C(=O)N/C(=C/c3cc(C)n(C(C)C)c3C)C2=O)c1
 : -1.0, 1.4, -1.4, 6.5, 100.3, 1.2, 3.2, 1, 4.3, 0.9
- O=C(Nc1ccccc1C(=O)N1CCOCC1)c1noc2c1CCCC2
 : 2.4, -21.5, 21.5, 5.5, 101.6, 1.03, -0.1, 1, 7.7, 0.9
- CN(C)CCCN1CC(C(=O)O)CC1=O (centres undefined)
 : -9.5, 3.4, -3.4, 4.7, 106.2, 1.05, 3.5, 1.1, 1.8, 1
- N/C(=N\OC(=O)CCC1CCCC1)c1ccc([N+](=O)[O-])cc1
 : -3.1, 5.7, -5.7, -14.7, 101.7, 0.91, 2.0, 1, -4.8, 1.1
- CCOC(CNC(=O)c1ccc2c(c1)nc(C)n2-c1cccc(F)c1)OCC
 : -9.0, -15.2, 15.2, 1.8, 100.8, 0.97, 2.9, 1.1, 24.7, 1
- COc1ccc(N(CC(O)CN2CCCCC2)S(=O)(=O)c2ccc(C)cc2)cc1 (centres undefined)
 : -2.7, -5.4, 5.4, 21.2, 106.6, 0.98, 5.9, 1, -4.7, 0.8
- CCCN1CCN(C(=O)c2cc(COc3ccc4ncccc4c3)on2)CC1
 : -3.0, 20.1, -20.1, -1.8, 84.7, 0.94, 9.7, 1, -26.7, 1
- COc1ccc(C2C(C#N)=C(C)NC(C)=C2C(=O)OC(C)C)c(OC)c1 (centres undefined)
 : -7.8, -10.0, 10.0, 16.1, 101.9, 1.13, -3.0, 1.1, -18.9, 0.8
- Cc1ccc2nc(SCC(=O)Nc3nnc(SCC(N)=O)s3)[nH]c2c1
 : 0.3, 22.0, -22.0, 10.1, 98.2, 1.27, 7.6, 1, 4.5, 0.9
- CCc1nnc(NC(=O)C2CCN(C(=O)NC3CCCCC3)CC2)s1
 : -3.2, 23.0, -23.0, 12.4, 104.8, 1.13, 1.5, 1, -6.0, 0.9
- N#CCC(=O)c1sccc1-n1cccc1
 : 0.3, 6.0, -6.0, 21.2, 108.5, 1.24, 16.3, 1, 7.9, 0.8
- CCCn1nc(NS(=O)(=O)c2ccccc2)c2cc3cc(C)ccc3nc21
 : 14.8, 7.0, -7.0, 4.2, 108.3, 1.13, -6.1, 0.9, -8.8, 1
- CCOC(=O)c1c(C)[nH]c(C(=O)CSc2nc3ccccc3o2)c1C
 : -9.2, 1.7, -1.7, -3.7, 114.5, 1.31, -18.5, 1.1, 4.1, 1
- O=C(c1ccncc1)c1ccc(N2CCN(C3CC(=O)N(Cc4ccccc4)C3=O)CC2)cc1 (centres undefined)
 : -8.4, -9.2, 9.2, 14.7, 94.6, 0.57, -19.3, 1.1, 1.7, 0.9
- CN(C)c1ccc(NC(=S)N(CCc2ccccc2)C2CC(=O)N(c3c(Cl)cccc3Cl)C2=O)cc1 (centres undefined)
 : 4.5, 11.9, -11.9, -1.2, 101.4, 1.24, -0.5, 1, 0.6, 1
- CC(C)CC1NC2(C(=O)N(C)c3ccccc32)C2C(=O)N(C(C)C)C(=O)C12 (centres undefined)
 : 3.5, 45.5, -45.5, 2.0, 94.2, 1.01, 32.5, 1, 2.7, 1
- O=S(=O)(Nc1cccnc1Cl)c1ccc2c(c1)OCCO2
 : -9.8, -7.6, 7.6, 11.7, 104.3, 1.03, 7.1, 1.1, -4.0, 0.9
- CCCCn1c(SCC(=O)NC2CCS(=O)(=O)C2)nc2cc(S(N)(=O)=O)ccc21 (centres undefined)
 : -2.8, 15.8, -15.8, 6.1, 95.5, 1.6, 4.1, 1, 10.9, 0.9

# From PubChem BioAssay
